Screening data from PubChem.
Keap1-Nrf2 PPI: inhibitors of human Keap1-Nrf2 protein-protein interaction | Q14145 | Keap1 Kelch-Nrf2 peptide fluorescence polarization, 1536-well | inhibition, % at 9.4 µM | actives 0.15% (n = 340,000) | AID 504523; in the data active = inhibition above about 12%;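 note: human Keap1 Kelch domain with fluorescein labeled Nrf2 9mer peptide probe; 0% = neutral control wells and 100% = peptide positive control; higher means more block of Keap1 binding to Nrf2 peptide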
RTF Ca sens act: increases calcium sensitivity of human cardiac regulated thin filaments. IANBD-labeled TnC RTF fluorescence at EC20 calcium; 0% EC20 calcium, 100% full calcium. activation, % at 7.2 µM. actives 0.24% (n = 340,000). AID 493008;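 active = activation above the mean over all tested compounds plus 3 SD, cut at about 30% in these data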;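 note: rise in fluorescence read as greater calcium sensitivity of cardiac thin filaments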
C-LANA FP: KSHV C-LANA DNA binding inhibition; inhibition, % at 9 µM; actives 0.078% (n = 340,000); MBP-C-LANA/FAM-LBS DNA binding, fluorescence polarization; AID 504423;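 active = highest replicate inhibition at or above 60% at 9 µM, even if other replicates fall short; inactive = all replicates below 60% inhibition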;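 note: 0% = neutral control wells and 100% = 4 µM acridine orange control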
OPRM1-OPRD1 inv: inverse agonist of human OPRM1-OPRD1 heterodimerization; cell-based MOR-DOR heterodimer luminescence, inverse agonism; actives 0.21% (n = 340,000); inhibition, % at 9.3 µM; in the data active = inhibition above about 22%, passing the limit was not always enough;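 note: 0% = cells with DMSO and 100% = wells without cells with DMSO; values of inactives mirror those of a sister screen read the other way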
Arr AP2 block: inhibitors of human beta-arrestin and AP2 interaction | inhibition, % at 10 µM | FITC-arrestin peptide / GST-AP2 beads, flow cytometry; AP2 beta2 appendage carries R879A mutation | actives 0.31% (n = 340,000);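 active = inhibition above a set limit, near 3 SD of compounds lacking own fluorescence, cut at about 54% in these data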;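 note: plate controls were DMSO wells for no effect and 5 µM unlabelled arrestin peptide for full effect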
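Measured by: flow cytometry, FL1 (488/535 nm); Material: AP2 appendage R879A on GSH beads; Evaluation: percent response; Timing: pre-incubation 12 min, peptide binding 1 h, room temperature; Also added: 50 nM FITC-arrestin peptide; Medium: PBS with 0.05% Tween 20 and 0.1% BSA.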
RTF Ca sens inh: cardiac RTF calcium desensitization | inhibition, % at 7.15 µM | P19429+P45379 | IANBD-labeled cardiac RTF, Ca2+ fluorescence | AID 493244 | actives 0.12% (n = 340,000);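 active = inhibition above the mean inhibition of all tested compounds plus 3 SD, cut at about 17% in these data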;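 note: assay run at fixed EC70 calcium of 1.6 mM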
Wnt bcat act: Wnt/beta-catenin pathway activation. Wnt/beta-catenin reporter cell assay, activator, plate reader. activation, % at 9.35 µM. actives 1.2% (n = 300,000). AID 743398; in the data active = activation above about 30%, passing the limit was not always enough;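 note: 0% = neutral control wells and 100% = positive control wells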
V-ATPase pHluor: alters yeast V-ATPase proton transport | actives 0.37% (n = 350,000) | S. cerevisiae, pHLuorin cytosolic pH fluorescence | response, % at 10 µM | AID 504577; in the data active = response mostly above about 7.3%, no sharp cut-off; inactive = mostly below about 5.4%; note: actives read high; inactives centre near 0; some compounds called inactive have numbers as strong as hits; reference of the scale not given here
DSG3 Ab inh: blocks pemphigus antibody binding to human desmoglein-3; P32926; DSG3-coupled beads, scFv-anti-DSG3-GFP binding, flow cytometry; stronger effect = lower value; binding (percent of control), % at 10 µM; actives 0.48% (n = 310,000); AID 588358;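 active = binding more than 3 SD below its plate's average and above zero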;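 note: hits lower antibody fragment binding to DSG3; some compounds called inactive have numbers as strong as hits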
Target sequence (P32926 whole entry, looked up, the tested form may be a part): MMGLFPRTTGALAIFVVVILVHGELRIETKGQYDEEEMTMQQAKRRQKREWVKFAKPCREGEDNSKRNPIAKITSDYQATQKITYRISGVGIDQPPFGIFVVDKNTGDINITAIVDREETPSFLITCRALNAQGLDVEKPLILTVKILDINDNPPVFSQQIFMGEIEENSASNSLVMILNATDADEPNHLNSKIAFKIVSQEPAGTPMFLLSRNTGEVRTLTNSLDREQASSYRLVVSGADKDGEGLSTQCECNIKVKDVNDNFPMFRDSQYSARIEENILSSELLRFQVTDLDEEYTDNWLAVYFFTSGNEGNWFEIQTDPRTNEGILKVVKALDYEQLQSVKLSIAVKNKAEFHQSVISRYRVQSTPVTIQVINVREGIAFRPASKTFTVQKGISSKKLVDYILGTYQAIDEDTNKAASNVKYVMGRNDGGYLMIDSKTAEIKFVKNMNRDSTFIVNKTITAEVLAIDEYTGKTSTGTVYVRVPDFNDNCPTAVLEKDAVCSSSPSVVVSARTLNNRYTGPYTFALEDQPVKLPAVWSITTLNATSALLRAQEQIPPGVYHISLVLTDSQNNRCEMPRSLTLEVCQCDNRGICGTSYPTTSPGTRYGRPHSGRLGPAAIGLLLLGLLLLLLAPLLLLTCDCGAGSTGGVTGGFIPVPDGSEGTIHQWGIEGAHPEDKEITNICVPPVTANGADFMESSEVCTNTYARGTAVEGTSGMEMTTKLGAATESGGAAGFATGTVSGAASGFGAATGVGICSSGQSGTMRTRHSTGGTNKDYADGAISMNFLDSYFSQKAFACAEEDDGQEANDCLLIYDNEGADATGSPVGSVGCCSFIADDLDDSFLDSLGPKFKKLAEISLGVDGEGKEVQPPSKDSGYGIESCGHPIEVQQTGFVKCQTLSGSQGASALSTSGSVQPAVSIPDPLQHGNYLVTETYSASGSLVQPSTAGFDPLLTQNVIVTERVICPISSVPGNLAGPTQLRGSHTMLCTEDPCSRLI
MOR-DOR ag: OPRM1-OPRD1 heterodimerization agonism. P35372+P41143. cells, luminescence. activation, % at 9.3 µM. actives 0.3% (n = 340,000); in the data active = activation above about 18%;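 note: 0% = vehicle-treated cells and 100% = reference agonist; values of inactives mirror those of a sister screen read the other way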
* = called active by the depositor; x = no result given.

SMILES	Keap1-Nrf2 PPI	RTF Ca sens act	C-LANA FP	OPRM1-OPRD1 inv	Arr AP2 block	RTF Ca sens inh	Wnt bcat act	V-ATPase pHluor	DSG3 Ab inh	MOR-DOR ag
CCOc1c(O)ccc(/C=C2\SC(=S)NC2=O)c1[N+](=O)[O-]	-6	5	1.7	23	8	-5	-2	-4	102	-4.4
COc1ccc(-c2cc(C(F)(F)F)nc(-n3ccnc3C)n2)cc1	7	-7	-0.7	-4	0	0	-5	-2	94	0.6
COc1cc(Cl)ccc1OCc1cc(C(=O)NC(C)Cc2cnccn2)no1 (centres undefined)	0	-2	2.1	15	12	-8	47*	1	100	-2.9
CCN(CC)S(=O)(=O)c1ccc(N2CCc3cc(OC)c(OC)cc3C2)nc1	-4	-4	-0.9	13	-4	-2	0	-4	100	-2.5
O=C(O)C1C2CC3OC(=O)C1C3C2 (centres undefined)	-2	-6	-5.1	8	2	-10	-7	3	98	-1.6
CCN1CCN(C(=O)Nc2ccccc2OC)CC1	-3	0	1.2	11	19	-2	x	-7	98	-1.9
COc1ccc(CSc2nc(C)[nH]c2[N+](=O)[O-])cc1[N+](=O)[O-]	-7	12	-0.1	5	6	-1	0	10	x	-1.1
CC(C)c1nc2c(c(=O)c3ccccc3n2C)c(=O)n1-c1ccc(F)cc1	4	7	1.7	12	-3	-24	1	1	108	-2.2
Fc1ccc(-c2cc(C(F)(F)F)nc(-n3cccn3)n2)cc1	-5	1	0.5	-3	-7	-6	3	0	100	0.7
COc1ccc(CCN2C(=O)CC(N3CCN(c4ccccn4)CC3)C2=O)cc1OC (centres undefined)	-3	-5	-0.7	4	6	-14	-6	-3	100	-0.8
O=C(CCC(=O)c1cccs1)NNC(=O)c1cc(Cl)ccc1Cl	-5	2	2.4	5	-10	-5	0	0	133	-1.0
CCCc1c(C)nc2ccccc2c1SCCC#N	-7	4	0.6	7	4	4	-5	-1	89	-1.1
CSc1ccc(C(=O)C2CCCN(C(=O)c3ccc4c(c3)OCO4)C2)cc1 (centres undefined)	0	-2	1.9	13	-12	-8	0	-1	103	-2.5
CCn1cc(C(=O)NCC(=O)OC)c2cc(OC)c(OC)cc2c1=O	-2	2	-2.3	3	22	-6	-6	1	x	-0.5
COc1ccccc1N=Nc1c(O)[nH]c2ccc(Br)cc12	-3	6	2.5	9	4	-8	-2	1	92	-2.1
O=C(CSc1nnc(NC(=O)c2cc(Br)ccc2Cl)s1)NCC1CCCO1 (centres undefined)	0	2	0.4	19	-9	2	0	-2	105	-3.6
Cc1cc2c([nH]c3ccccc32)c(C)n1	1	3	-1.7	7	5	-8	0	-6	108	-1.4
NC(=O)c1nsc(C(=O)N(c2ccccc2)C(C(=O)NC2CCCCC2)c2ccc(O)cc2)c1N (centres undefined)	-2	2	0.5	1	5	-19	2	-1	97	-0.1
CC(C)Cc1cc(C(=O)N2CCCC(CCC(=O)N(C)CCc3ccccn3)C2)no1 (centres undefined)	7	1	0.6	13	-14	-3	-2	2	97	-2.7
COc1ccc(-c2noc(COc3ccc4c(c3)OCO4)n2)cc1	-4	8	-2.2	-47	-3	8	x	2	92	8.6
O=S(=O)(Nc1ccncc1Cl)c1ccc2ccccc2c1	-4	1	4.1	6	-3	1	-2	0	105	-1.3
COc1ccc(NC(C)=O)cc1NC(=O)CN1CCN(C2c3ccccc3-c3ccccc32)CC1	1	2	-1.7	-5	26	2	x	-2	101	0.9
O=C(Nc1nc(-c2ccc3ccccc3c2)cs1)c1ccc(N2C(=O)CCC2=O)cc1	-1	0	1.4	-68	-2	-3	-12	2	99	13
O=C(O)c1[nH]c2ccccc2c1C=NCc1ccccc1Cl	-2	-2	0.9	14	-3	-3	-2	-1	160	-2.8
Cc1cc(C)c(S(=O)(=O)Nc2cc(C)on2)c(C)c1	-1	-4	1.2	12	18	1	-3	1	101	-2.2
O=C(Nc1cc(-c2nc3ccccc3s2)ccc1Cl)c1ccc2c(c1)OCO2	-5	11	-0.3	-1	6	-1	14	-6	105	0.1
CN(C)c1ccc(/C=N/NC(=O)c2ccccc2Cl)cc1	6	-7	0.5	1	6	-8	9	-2	96	-0.1
CCCCOc1nc2ccccc2nc1C(C#N)S(=O)(=O)c1ccccc1 (centres undefined)	4	-3	1.2	-7	0	-4	-2	-2	84	1.2
O=C(O)c1cccc(NC(=O)c2ccc(COc3ccc(Cl)cc3)cc2)c1	2	-11	7.4	18	4	1	-1	-6	96	-3.8
Cc1cnc(CN(C)C(=O)C2CCC(=O)N(CCc3cccc(F)c3)C2)[nH]1 (centres undefined)	0	1	0.5	14	-3	1	-1	-2	98	-2.8

A different layout for ten compounds above.
| structure | Keap1-Nrf2 PPI | RTF Ca sens act | C-LANA FP | OPRM1-OPRD1 inv | Arr AP2 block | RTF Ca sens inh | Wnt bcat act | V-ATPase pHluor | DSG3 Ab inh | MOR-DOR ag |
| --- | --- | --- | --- | --- | --- | --- | --- | --- | --- | --- |
| CCOc1c(O)ccc(/C=C2\SC(=S)NC2=O)c1[N+](=O)[O-] | -6 | 5 | 1.7 | 23 | 8 | -5 | -2 | -4 | 102 | -4.4 |
| COc1ccc(-c2cc(C(F)(F)F)nc(-n3ccnc3C)n2)cc1 | 7 | -7 | -0.7 | -4 | 0 | 0 | -5 | -2 | 94 | 0.6 |
| COc1cc(Cl)ccc1OCc1cc(C(=O)NC(C)Cc2cnccn2)no1 (centres undefined) | 0 | -2 | 2.1 | 15 | 12 | -8 | 47* | 1 | 100 | -2.9 |
| CCN(CC)S(=O)(=O)c1ccc(N2CCc3cc(OC)c(OC)cc3C2)nc1 | -4 | -4 | -0.9 | 13 | -4 | -2 | 0 | -4 | 100 | -2.5 |
| O=C(O)C1C2CC3OC(=O)C1C3C2 (centres undefined) | -2 | -6 | -5.1 | 8 | 2 | -10 | -7 | 3 | 98 | -1.6 |
| CCN1CCN(C(=O)Nc2ccccc2OC)CC1 | -3 | 0 | 1.2 | 11 | 19 | -2 | x | -7 | 98 | -1.9 |
| COc1ccc(CSc2nc(C)[nH]c2[N+](=O)[O-])cc1[N+](=O)[O-] | -7 | 12 | -0.1 | 5 | 6 | -1 | 0 | 10 | x | -1.1 |
| CC(C)c1nc2c(c(=O)c3ccccc3n2C)c(=O)n1-c1ccc(F)cc1 | 4 | 7 | 1.7 | 12 | -3 | -24 | 1 | 1 | 108 | -2.2 |
| Fc1ccc(-c2cc(C(F)(F)F)nc(-n3cccn3)n2)cc1 | -5 | 1 | 0.5 | -3 | -7 | -6 | 3 | 0 | 100 | 0.7 |
| COc1ccc(CCN2C(=O)CC(N3CCN(c4ccccn4)CC3)C2=O)cc1OC (centres undefined) | -3 | -5 | -0.7 | 4 | 6 | -14 | -6 | -3 | 100 | -0.8 |

(listing goes on)
SMILES	Keap1-Nrf2 PPI	RTF Ca sens act	C-LANA FP	OPRM1-OPRD1 inv	Arr AP2 block	RTF Ca sens inh	Wnt bcat act	V-ATPase pHluor	DSG3 Ab inh	MOR-DOR ag
Cc1cc(C)n2cc(CSc3nnnn3-c3ccc(Cl)cc3)nc2n1	0	-1	0.6	11	23	7	x	-1	x	-2.8
C=CCN(CC=C)CC(=O)Nc1ccc(S(N)(=O)=O)cc1	-4	-4	-0.8	-7	9	-6	x	2	99	1.5
Cc1ccc(S(=O)(=O)Cc2ccc(C(=O)N3CCN(Cc4ccccc4)CC3)o2)cc1	-3	3	0.8	1	6	-14	-4	-4	101	-0.3
CC1CCc2sc(NC(=S)NC(=O)c3ccccc3)c(C#N)c2C1 (centres undefined)	0	-4	0.0	16	1	1	7	3	112	-3.3
COC(=O)c1sc2nc3c(cc2c1N)COC(C)(C)C3	-5	5	0.5	8	-3	-7	x	0	102	-1.3
COc1ccc(/C=C/C(=O)O)cc1S(=O)(=O)N1CCC(C)CC1	0	-4	-0.4	19	7	-15	1	0	102	-3.6
CS(=O)(=O)N(CC(=O)Nc1ccccc1-c1ccccc1)c1ccc(F)cc1	7	-3	-0.8	-8	-9	-4	-1	2	99	1.5
CCOc1ccc(-c2[nH]nc3c2C(c2ccc(O)cc2)C(C#N)=C(N)O3)cc1 (centres undefined)	0	-1	0.2	4	10	1	2	2	95	-0.6
Cc1ccc(C(=O)CCNc2ccccc2)o1	-2	1	-1.0	-7	24	-16	x	15	98	1.1
Cc1c(NCc2cccnc2)cccc1C(=O)O	-1	3	-1.0	1	12	-8	1	7	112	-0.2
O=C(COc1ccccc1F)c1ccc(O)cc1O	3	-3	-2.1	20	-2	-4	x	-2	100	-4.1
O=C(/C=C/c1ccc(Cl)cc1)c1cccnc1	-9	1	-1.7	2	1	-2	x	1	109	-0.5
O=C(O)c1cccc(NC(=S)N/N=C/c2cccnc2)c1	-4	4	0.8	7	2	-17	-1	1	96	-1.1
Cc1noc(C)c1COc1ccc(C(=O)OCC(=O)Nc2ccc(C(=O)N(C)C)cc2)cc1	-6	-13	0.2	9	2	-16	-3	-5	100	-1.8
CCC(=O)OCCn1c(Br)nc2c1c(=O)[nH]c(=O)n2C	-4	-6	-0.6	19	27	5	-4	-2	x	-3.0
O=C(Nc1ccc(Cl)cc1)OC(CN1CCCCC1)C(F)(F)F (centres undefined)	-5	-4	-0.6	-21	4	3	3	0	104	5.1
CCOC(=O)c1cc2cc([N+](=O)[O-])ccc2oc1=O	-1	-1	-0.6	17	29	4	3	6	97	-3.1
N#CN1CCC(NS(=O)(=O)c2ccc(C(F)(F)F)cc2)C1 (centres undefined)	2	-3	4.1	-1	5	-5	0	-3	105	0.1
Cc1ccc(C(=O)O/N=C(\N)c2ccccn2)cc1Cl	-6	-12	1.1	-35	14	9	5	0	113	7.0
Cc1ccc(NC(=O)CN(C)CC(=O)Nc2ccccc2C#N)cc1	-9	3	2.0	12	15	3	0	-2	118	-2.5
COc1ccc(Cl)cc1C(=O)Nc1ccccc1N1CCN(C(=O)C(C)C)CC1	3	10	-1.3	0	-17	-50	4	-3	114	-0.1
CC(=O)N1CCc2cc(S(=O)(=O)NC(Cc3ccccc3)C(=O)O)ccc21 (centres undefined)	-4	10	0.7	21	1	-7	-2	4	93	-4.0
CCOC(=O)C1(CCCc2ccccc2)CCN(C(=O)C2=C(C)OCCO2)CC1	-5	4	-0.4	-3	9	-7	-8	0	101	0.5
O=C(c1ccc(OCc2cn3ccccc3n2)cc1)N1CCN(S(=O)(=O)c2ccccc2F)CC1	-2	-6	-0.6	15	-2	4	5	2	96	-3.1
CC(=O)Nc1ccc(NC(=O)C(F)(F)F)cc1	-2	-1	2.3	16	7	-3	-6	-1	101	-3.3
COC(=O)\C(C(C)=O)=C(/C=C/C=C/N(C)C)N(C)C	-1	-7	6.4	12	-11	-6	-7	2	86	-2.2
O=C(c1ccc(COc2ccccc2Br)o1)N1CCCCCC1	0	2	-1.5	0	2	-6	4	-1	100	0.1
COc1ccc(Br)cc1CN(C)CC(=O)Nc1cc(Cl)ccc1Cl	-2	-1	-0.4	-3	6	2	x	-1	103	0.5
